# Mcl1-Bid inh = Mcl-1/Bid interaction inhibition. inhibition, % at 21.7 µM. 220,000 tested, 0.97% active. AID 1021. TR-FRET Mcl-1/Bid-Dy647 peptide binding, 1536-well;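 active = compounds that cut the binding signal by more than half at the single screening dose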;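 also: His-tagged Mcl-1 with europium anti-His antibody binding Bid BH3 peptide; 0% = Mcl-1 plus peptide wells and 100% = peptide-only wells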
# Target sequence (Q07820 whole entry, looked up): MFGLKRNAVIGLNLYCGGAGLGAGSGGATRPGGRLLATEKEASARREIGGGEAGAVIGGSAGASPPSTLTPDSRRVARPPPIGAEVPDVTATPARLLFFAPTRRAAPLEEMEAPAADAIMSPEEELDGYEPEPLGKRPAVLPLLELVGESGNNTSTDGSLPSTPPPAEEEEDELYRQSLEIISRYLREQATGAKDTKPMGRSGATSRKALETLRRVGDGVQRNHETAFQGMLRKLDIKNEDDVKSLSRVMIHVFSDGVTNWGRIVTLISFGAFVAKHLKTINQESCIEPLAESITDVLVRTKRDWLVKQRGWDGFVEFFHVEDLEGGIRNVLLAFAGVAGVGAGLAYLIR
# Bim-Bcl-2 = disrupts Bim peptide binding to human Bcl-2; 190,000 tested, 0.06% active; inhibition, % at 10 µM; Bead-based flow cytometry, Bim peptide-Bcl-2 binding; AID 950; P10415; in the data active = inhibition above about 40%; inconclusive = no clear call, values can overlap the other calls;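 also: 0% = no compound wells with probe peptide and 100% = reference peptide inhibitor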
# Target sequence (P10415 whole entry, looked up): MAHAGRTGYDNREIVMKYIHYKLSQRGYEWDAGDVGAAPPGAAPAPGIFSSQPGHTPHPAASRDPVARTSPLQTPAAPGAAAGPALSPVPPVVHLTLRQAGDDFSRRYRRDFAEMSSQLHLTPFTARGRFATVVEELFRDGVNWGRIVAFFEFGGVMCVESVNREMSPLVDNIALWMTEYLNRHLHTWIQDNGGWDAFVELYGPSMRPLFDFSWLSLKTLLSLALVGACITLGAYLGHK
# Mcl-1 Bim block = disrupts Bim peptide binding to human Mcl-1; Q07820; Bead-based flow cytometry, Bim peptide-Mcl-1 binding; inhibition, % at 10 µM; 190,000 tested, 0.1% active; AID 1009;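 also: 0% = no compound tracer wells and 100% = peptide blocker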
# Mcl1 Noxa PPI = disrupts binding of human Mcl-1 to Noxa peptide; inhibition, % at 21.7 µM; TR-FRET Mcl-1/Noxa peptide binding, 2 h; 220,000 tested, 1.5% active; AID 1022;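 active = compounds that cut the protein-peptide binding signal by more than 50% relative to plate controls in a single-dose test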;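 also: His-tagged Mcl-1 with rhodamine Noxa BH3 peptide and terbium anti-His antibody; 0% = Mcl-1 plus Noxa peptide wells and 100% = peptide-only wells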
# RGS7-Gao = modulates binding of RGS7 to human Galphao; P09471; Multiplexed bead flow cytometry; actives lie on both sides; binding response (% of control), % at 10 µM; 220,000 tested, 0.35% active; AID 1439; in the data active = binding response below about 49% or above about 150%; inconclusive = no clear call, values can overlap the other calls; inactive = in between;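 also: fluorescent Galphao held in activated GDP-AlF4 state binding bead-coupled RGS7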
# RGS8-Gao reg = human RGS8-Galphao interaction regulation. multiplexed bead flow cytometry, RGS8-Galphao binding; actives lie on both sides. AID 1423. 220,000 tested, 0.34% active. response (percent of control binding), % at 10 µM. P09471; in the data active = response below about 60% or above about 140%; inactive = in between;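 also: Galphao activated as the GDP aluminium fluoride complex binding bead-coupled RGS8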
# Bim-Bcl-XL = inhibitors of Bim-Bcl-XL interaction, human. Q07817. Bim peptide-Bcl-XL binding, bead flow cytometry, fluorescence. inhibition, % at 10 µM. 190,000 tested, 0.04% active
# Target sequence (Q07817 whole entry, looked up): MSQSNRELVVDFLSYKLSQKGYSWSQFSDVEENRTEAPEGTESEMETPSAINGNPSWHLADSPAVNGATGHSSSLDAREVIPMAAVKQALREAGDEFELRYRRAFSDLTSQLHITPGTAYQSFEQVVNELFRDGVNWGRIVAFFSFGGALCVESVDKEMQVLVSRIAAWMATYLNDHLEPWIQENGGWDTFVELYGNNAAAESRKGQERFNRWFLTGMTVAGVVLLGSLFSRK
# Bim-Bcl-B = disrupts Bim peptide binding to human Bcl-B; AID 951; 190,000 tested, 0.073% active; inhibition, % at 10 µM; Q9HD36; bead-based flow cytometry;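 also: 0% = tracer peptide without compound and 100% = reference inhibitor peptide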
# Target sequence (Q9HD36 whole entry, looked up): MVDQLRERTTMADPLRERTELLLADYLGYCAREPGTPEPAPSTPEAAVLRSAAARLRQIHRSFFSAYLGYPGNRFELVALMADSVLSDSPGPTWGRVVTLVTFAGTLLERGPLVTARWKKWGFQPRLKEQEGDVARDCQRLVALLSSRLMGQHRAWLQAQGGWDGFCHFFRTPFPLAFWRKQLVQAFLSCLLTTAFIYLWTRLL
# RGS4-Gao reg = human RGS4-Galphao interaction regulation | Multiplexed bead flow cytometry, RGS4-Galphao binding; actives lie on both sides | P09471 | 220,000 tested, 0.33% active | binding response (% of control), % at 10 µM; in the data active = binding response below about 49% or above about 150%; inactive = in between;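 also: fluorescent Galphao activated with aluminum fluoride binding bead-coupled RGS4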
# Bcl-W Bim block = human Bim-Bcl-W interaction inhibition; Q92843; bead-based flow cytometry, Bim peptide-Bcl-W binding; inhibition, % at 10 µM; 190,000 tested, 0.02% active; AID 952;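 also: 0% = bound tracer without compound and 100% = peptide blocker; higher means less fluorescent Bim peptide bound to Bcl-W beads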
# Bfl-1 Bim block = human Bim-Bfl-1 interaction inhibition; Q16548; Bead-based flow cytometry, Bim-Bfl-1 binding inhibition; inhibition, % at 10 µM; 190,000 tested, 0.12% active;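 also: 0% = wells without compound plus tracer and 100% = blocker peptide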
# * marks the source's active call; other numbers are inactive results; ? = inconclusive; / = no result given; & = joins results of further samples. Rule as the data show it, unless noted: active = inhibition above about 40%.
entry	Structure	Bfl-1 Bim block	Mcl1-Bid inh	Bcl-W Bim block	RGS4-Gao reg	Bim-Bcl-2	Bim-Bcl-B	Mcl-1 Bim block	Bim-Bcl-XL	RGS7-Gao	Mcl1 Noxa PPI	RGS8-Gao reg
1	COc1ccc(CCC(=O)OCC(=O)Nc2ccccc2OC(F)F)cc1OC	-5	-44	-1	101	0	-2	0	-1	?	5	100
2	COc1ccc(C(=O)NCCN2CCOCC2)c(OC)c1OC	-2	-14	-3	100	2	-7	-2	-1	102	10	99
3	COc1ccccc1Nc1ncc(C(=O)Nc2ccc(OC)c(OC)c2)c2ccccc12	5	4	-1	85	5	-4	-2	-1	98	12	76
4	Cc1nc(SCC(=O)NCCc2ccccc2)c2oc3ccccc3c2n1	-2	-23	-5	96	-8	-7	-6	-8	97	-109	107
5	CCOC(=O)C1(CC2CC2)CCN(Cc2cn[nH]c2-c2ccccc2)CC1	-7	-24	-4	100	-3	-7	-3	-4	96	-2	100
6	CCOc1cccc(C(=O)Nc2ccc3oc(Cc4ccc(Cl)cc4)nc3c2)c1	-13	-17	4	101	-8	-8	0	-3	102	-8	100
7	NC(=O)CSc1nccn1Cc1ccccc1	-5	-6	-1	99	-3	-3	-2	-1	100	-22	99
8	COc1cc(OC)c(S(=O)(=O)NCc2ccco2)cc1S(=O)(=O)NCc1ccco1	-7	-10	-2	100	-4	-7	-3	0	101	-3	100
9	CC(=O)c1cnc2cc(-c3cccc(Br)c3)nn2c1C	1	7	-1	93	0	0	-2	0	96	-8	97
10	c1ccc(C2CC(c3ccccc3)n3c(nc4ccccc43)N2)cc1 (centres undefined)	0	5	4	105	0	2	1	4	102	20	103
11	CCOC(=O)c1ccc(N/C=C/C(=O)C(C)(C)C)cc1	-1	-38	0	98	-2	-2	0	0	99	16	102
12	Cc1ncoc1C(=O)Nc1ccc(Oc2ccccc2)cc1	-7	-14	-7	99	-3	-5	-10	-8	98	19	97
13	O=C(CNC(=O)c1ccc(N2C(=O)c3ccccc3C2=O)cc1)OCC(=O)c1ccccc1	-1	4	-3	100	0	-7	-3	-6	99	14	100
14	COc1ccc(C(=O)NC2CCCCCC2)cc1S(=O)(=O)N1CCCC1	-7	-15	0	100	-3	-2	-2	-1	104	1	102
15	Cc1cc(OCC(=O)NCCN2CCOCC2)ccc1Br	-17	-19	0	98	-8	-9	-3	-4	101	1	100
16	O=C1CC(SC(=Nc2ccccc2)Nc2ccccc2)C(=O)N1c1cccc2ccccc12 (centres undefined)	-11	-18	1	101	-9	-8	-2	-3	104	10	104
17	Cn1c(CCC(=O)Nc2ccc(N3CCOCC3)cc2)nc(=O)c2ccccc21	0	-22	-3	96	-4	-1	0	-2	96	3	98
18	CCCN1C(=O)c2ccc(C(=O)Nc3cc(C)on3)cc2C1=O	-9	-27	3	100	-9	-9	0	0	99	-1	102
19	COc1ccc(/C=N/N=C/c2c[nH]c(=O)c(C#N)c2Nc2ccccc2)cc1	11	-20	9	86	14	3	5	11	87	-18	90
20	O=C(Nc1ccc(O)c2c(=O)cc(-c3cccc(Cl)c3)oc12)c1ccccc1Cl	/	-58	/	98	/	/	/	/	?	-2	97
21	COc1ccc(S(=O)(=O)N2Cc3ccccc3CC2C(=O)O)cc1OC (centres undefined)	-8	0	0	105	-3	-1	2	-3	105	18	111
22	COc1ccc(-c2nn(-c3ccccc3)cc2/C=N/Nc2ccccn2)cc1OC	2	1	1	104	0	-10	-2	-4	102	38	105
23	N#CN=C(N)c1ccccc1	-15	-9&-15	-6	102&96	-9	-8	-3	-2	?	-12&-19	102&97
24	COc1ccc(Cc2noc(CN3CCCN(Cc4ccc(F)cc4)CC3)n2)cc1OC	3	3	-4	105	0	-1	-1	-3	104	8	106

# Reformatted in transposed form: entries from further up.
15) Cc1cc(OCC(=O)NCCN2CCOCC2)ccc1Br
16) O=C1CC(SC(=Nc2ccccc2)Nc2ccccc2)C(=O)N1c1cccc2ccccc12 (centres undefined)
17) Cn1c(CCC(=O)Nc2ccc(N3CCOCC3)cc2)nc(=O)c2ccccc21
18) CCCN1C(=O)c2ccc(C(=O)Nc3cc(C)on3)cc2C1=O
19) COc1ccc(/C=N/N=C/c2c[nH]c(=O)c(C#N)c2Nc2ccccc2)cc1
20) O=C(Nc1ccc(O)c2c(=O)cc(-c3cccc(Cl)c3)oc12)c1ccccc1Cl
21) COc1ccc(S(=O)(=O)N2Cc3ccccc3CC2C(=O)O)cc1OC (centres undefined)
22) COc1ccc(-c2nn(-c3ccccc3)cc2/C=N/Nc2ccccn2)cc1OC
Compound	15	16	17	18	19	20	21	22
Bfl-1 Bim block	-17	-11	0	-9	11	/	-8	2
Mcl1-Bid inh	-19	-18	-22	-27	-20	-58	0	1
Bcl-W Bim block	0	1	-3	3	9	/	0	1
RGS4-Gao reg	98	101	96	100	86	98	105	104
Bim-Bcl-2	-8	-9	-4	-9	14	/	-3	0
Bim-Bcl-B	-9	-8	-1	-9	3	/	-1	-10
Mcl-1 Bim block	-3	-2	0	0	5	/	2	-2
Bim-Bcl-XL	-4	-3	-2	0	11	/	-3	-4
RGS7-Gao	101	104	96	99	87	?	105	102
Mcl1 Noxa PPI	1	10	3	-1	-18	-2	18	38
RGS8-Gao reg	100	104	98	102	90	97	111	105

23) N#CN=C(N)c1ccccc1
24) COc1ccc(Cc2noc(CN3CCCN(Cc4ccc(F)cc4)CC3)n2)cc1OC
Compound	23	24
Bfl-1 Bim block	-15	3
Mcl1-Bid inh	-9&-15	3
Bcl-W Bim block	-6	-4
RGS4-Gao reg	102&96	105
Bim-Bcl-2	-9	0
Bim-Bcl-B	-8	-1
Mcl-1 Bim block	-3	-1
Bim-Bcl-XL	-2	-3
RGS7-Gao	?	104
Mcl1 Noxa PPI	-12&-19	8
RGS8-Gao reg	102&97	106

# New compounds follow.
entry	Structure	Bfl-1 Bim block	Mcl1-Bid inh	Bcl-W Bim block	RGS4-Gao reg	Bim-Bcl-2	Bim-Bcl-B	Mcl-1 Bim block	Bim-Bcl-XL	RGS7-Gao	Mcl1 Noxa PPI	RGS8-Gao reg
25	CC1(C)Cc2c(c(N3CCOCC3)nc3snc(NC(=O)c4ccccc4)c23)CO1	0	-21	0	66	-1	0	-1	-2	71	-21	86
26	NC(=O)C1CCN(c2ncccc2[N+](=O)[O-])CC1	-2	-23	-1	101	-2	-5	-2	-4	101	-1	102
27	CCCCC(=O)NC(c1ccccc1OC)c1ccc2cccnc2c1O (centres undefined)	/	-127	/	92	/	/	/	/	?	-154	96
28	CCCOc1nnnn1-c1ccccc1	-3	3	2	106	-2	0	3	2	105	2	107
29	CN(C)C(=S)NC(=O)C(c1ccccc1)c1ccccc1	0	-47	-1	103	-4	-7	-2	-3	95	17	99
30	COc1ccc(C(=O)Nc2ccc([N+](=O)[O-])cn2)c(OC)c1	-10	34	-7	98	-6	-8	-6	-11	98	41	98
31	O=C1Cc2ccccc2Sc2c(OCCN3CCCCC3)cccc21	-16	-12	-5	100	-7	-13	-5	-8	100	6	101
32	CCCSc1ccc(C(=O)Nc2ccc(F)cc2F)cn1	-4	-28	0	103	-2	0	0	0	?	26	103
33	COc1ccc(N2CCN(c3nc(Nc4ccc(F)cc4)nc(OC)n3)CC2)cc1	3	-14	4	102	2	-2	0	5	102	-11	99
34	COc1cc(/C=N/N2CCOCC2)ccc1OCc1ccc(Cl)cc1	-3	-43	7	105	0	6	6	2	110	13	115
35	COC(=O)C1(C)Nc2ccccc2C(=O)N1c1ccccc1C (centres undefined)	-8	2	0	102	-8	-8	-2	-3	110	20	104
36	O=C(NCc1ccc(Cl)cc1)c1cccc(NC(=O)c2ccccc2)c1	-4	-12	-2	105	-2	-4	0	-3	108	-2	104
37	COC(=O)c1ccc(CN2C(=O)NC3(CCCc4ccccc43)C2=O)o1 (centres undefined)	-1	-14	-3	97	-4	0	-2	0	97	3	99
38	COc1ccc(/C=N/n2cnc3c([nH]c4ccc(F)cc43)c2=O)cc1CSc1ccccn1	/	43	/	99	/	/	/	/	?	-17	101
39	Cc1cc(N2CCOCC2)nc(-c2ccccc2O)n1	0	-42	0	102	1	0	-1	-3	102	7	101
40	Cn1c(SCc2c(Cl)cccc2Cl)nnc1-c1ccc2nonc2c1	/	-7	/	95	/	/	/	/	?	2	102
41	Cc1ccc(NC(=O)c2ccccc2NS(=O)(=O)c2ccc(Cl)s2)cc1S(=O)(=O)N1CCOCC1	0	-13	-3	101	-3	-2	-1	-6	100	24	103
42	O=C(/C=C/c1ccc(Cl)cc1)N1CCN(c2ccccc2[N+](=O)[O-])CC1	2	-1	0	97	1	-3	-1	-3	94	6	98
43	Cc1ccc(C2(C)NC(=O)N(CC(=O)NC(=O)NCCC(C)C)C2=O)cc1 (centres undefined)	-3	-15	0	98	-5	0	0	2	98	17	99
44	CC(C(=O)N1CCOCC1)N1C(=O)C2C3C=CC(C4CC34)C2C1=O (centres undefined)	-7	-10	-4	99	-2	-6	-3	-2	?	5	99
45	CC1=Nc2ccccc2N=C(NC(=O)CSC(=S)N2CCN(C)CC2)C1c1ccccc1 (centres undefined)	/	-29	/	92	/	/	/	/	?	1	94
46	Clc1ccc(-c2csc(NNC3=NCCCCC3)n2)cc1	5	-73	0	96	5	-7	0	-2	110	22	100
47	CC1CCc2nc3ccccc3c(C(=O)OCC(=O)NC3CCS(=O)(=O)C3)c2C1 (centres undefined)	-4	-32	-1	105	0	-1	-1	0	107	10	100
48	CC(NC(=O)/C(C#N)=C/c1ccco1)c1ccccc1 (centres undefined)	/	10	/	96	/	/	/	/	?	22	101
49	Nc1c(-c2cccc(Cl)c2)cnn1-c1cccc([N+](=O)[O-])c1	-17	4	-1	97	-9	-11	-6	-10	99	2	99
50	CCOC(=O)c1sc2nc(C)nc(Nc3ccc(OC)c(OC)c3)c2c1C	0	-7	5	99	2	2	3	3	99	3	98
51	COC(=O)C1CCN(c2cc(Cl)nc(N)n2)CC1	-5	-35	0	102	0	0	0	0	?	-3	101
52	CN(NC(=O)COc1ccccc1)C1=NS(=O)(=O)c2ccccc21	-7	-4	-2	98	1	-6	-3	-5	97	5	101
53	CCCCC(=O)Nc1ccc(C(N)=O)cc1	-2	-14	0	101	0	0	0	2	99	2	97
54	COc1ccccc1OCC(=O)OC/C(O)=C(\C#N)c1nc2ccccc2[nH]1	8	-54	-1	98	-3	-5	-6	-5	99	38	93
55	COc1cccc(CNc2nc3nc(C)c(Cl)c(=O)n3[nH]2)c1	/	-40	/	101	/	/	/	/	?	9	100
56	Nc1nc(-c2ccccc2)nn1S(=O)(=O)c1ccccc1	-6	-21	-1	91	-5	-6	0	-4	?	1	90
57	CN(Cc1cn(-c2ccccc2)nc1-c1ccc(Cl)cc1)C(=O)CCC(=O)O	-2	-19	-1	104	-1	-2	1	-4	101	21	102
58	CC(C)c1nc(SCC(=O)Nc2ccc(N3CCOCC3)cc2)c2ccccc2n1	-1	-27	-1	97	-2	0	0	-1	98	5	103

# Screening results deposited in PubChem by several laboratories.
